# Source: PubChem BioAssay (several laboratories)
# RGS8-Gao – human RGS8-Galphao interaction regulation | P09471 | multiplexed bead flow cytometry, RGS8-Galphao binding; actives lie on both sides | response (percent of control binding), % at 10 µM | actives 0.34% (n = 220,000) | AID 1423; in the data active = response below about 60% or above about 140%; inactive = in between;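 also: Galphao activated as the GDP aluminium fluoride complex binding bead-coupled RGS8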
# Target sequence (P09471 whole entry, looked up): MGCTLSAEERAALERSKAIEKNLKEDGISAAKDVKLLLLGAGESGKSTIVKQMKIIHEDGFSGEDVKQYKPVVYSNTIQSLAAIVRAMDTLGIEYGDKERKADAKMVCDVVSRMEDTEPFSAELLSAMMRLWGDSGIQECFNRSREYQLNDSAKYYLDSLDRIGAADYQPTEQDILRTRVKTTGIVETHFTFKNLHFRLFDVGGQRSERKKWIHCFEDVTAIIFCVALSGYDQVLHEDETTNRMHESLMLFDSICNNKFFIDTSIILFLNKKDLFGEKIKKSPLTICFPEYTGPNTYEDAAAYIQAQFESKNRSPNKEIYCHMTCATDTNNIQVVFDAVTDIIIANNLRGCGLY
# Mcl1 Bid PPI – disrupts binding of human Mcl-1 to Bid peptide | inhibition, % at 21.7 µM | Q07820 | actives 0.97% (n = 220,000) | TR-FRET Mcl-1/Bid-Dy647 peptide binding, 1536-well;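 active = compounds that cut the binding signal by more than half at the single screening dose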;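 also: His-tagged Mcl-1 with europium anti-His antibody binding Bid BH3 peptide; 0% = Mcl-1 plus peptide wells and 100% = peptide-only wells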
# Target sequence (Q07820 whole entry, looked up): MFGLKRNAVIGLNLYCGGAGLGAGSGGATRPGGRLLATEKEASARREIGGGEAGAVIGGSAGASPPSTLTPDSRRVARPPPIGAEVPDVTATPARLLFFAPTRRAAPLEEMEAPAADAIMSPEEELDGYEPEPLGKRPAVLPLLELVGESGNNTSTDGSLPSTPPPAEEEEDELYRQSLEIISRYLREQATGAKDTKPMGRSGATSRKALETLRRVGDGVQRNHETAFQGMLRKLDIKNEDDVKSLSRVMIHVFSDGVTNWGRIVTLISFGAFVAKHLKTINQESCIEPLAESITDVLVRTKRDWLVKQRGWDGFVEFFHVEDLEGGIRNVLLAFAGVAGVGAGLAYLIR
# Bim-Bfl-1 – disrupts Bim binding to human Bfl-1; Bead-based flow cytometry, Bim-Bfl-1 binding inhibition; actives 0.12% (n = 190,000); AID 1008; inhibition, % at 10 µM; Q16548;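 also: 0% = wells without compound plus tracer and 100% = blocker peptide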
# Bim-Bcl-XL – human Bim-Bcl-XL interaction inhibition; Q07817; inhibition, % at 10 µM; Bim peptide-Bcl-XL binding, bead flow cytometry, fluorescence; actives 0.04% (n = 190,000); AID 1007
# RGS4-Gao reg – human RGS4-Galphao interaction regulation. P09471. Multiplexed bead flow cytometry, RGS4-Galphao binding; actives lie on both sides. binding response (% of control), % at 10 µM. actives 0.33% (n = 220,000). AID 1415; in the data active = binding response below about 49% or above about 150%; inactive = in between;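 also: fluorescent Galphao activated with aluminum fluoride binding bead-coupled RGS4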
# Bim-Bcl-B – inhibitors of Bim-Bcl-B interaction, human; Q9HD36; bead-based flow cytometry, Bim peptide-Bcl-B binding; inhibition, % at 10 µM; actives 0.073% (n = 190,000);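 also: 0% = tracer peptide without compound and 100% = reference inhibitor peptide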
# Mcl-1 Bim block – inhibitors of Bim-Mcl-1 interaction, human | Q07820 | inhibition, % at 10 µM | AID 1009 | Bead-based flow cytometry, Bim peptide-Mcl-1 binding | actives 0.1% (n = 190,000);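 also: 0% = no compound tracer wells and 100% = peptide blocker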
# Bcl-W Bim block – human Bim-Bcl-W interaction inhibition; Q92843; bead-based flow cytometry, Bim peptide-Bcl-W binding; inhibition, % at 10 µM; actives 0.02% (n = 190,000); AID 952;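 also: 0% = bound tracer without compound and 100% = peptide blocker; higher means less fluorescent Bim peptide bound to Bcl-W beads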
# Bcl-2 Bim block – human Bim-Bcl-2 interaction inhibition; P10415; Bead-based flow cytometry, Bim peptide-Bcl-2 binding; inhibition, % at 10 µM; actives 0.06% (n = 190,000); AID 950; in the data active = inhibition above about 40%; inconclusive = no clear call, values can overlap the other calls;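 also: 0% = no compound wells with probe peptide and 100% = reference peptide inhibitor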
# Target sequence (P10415 whole entry, looked up): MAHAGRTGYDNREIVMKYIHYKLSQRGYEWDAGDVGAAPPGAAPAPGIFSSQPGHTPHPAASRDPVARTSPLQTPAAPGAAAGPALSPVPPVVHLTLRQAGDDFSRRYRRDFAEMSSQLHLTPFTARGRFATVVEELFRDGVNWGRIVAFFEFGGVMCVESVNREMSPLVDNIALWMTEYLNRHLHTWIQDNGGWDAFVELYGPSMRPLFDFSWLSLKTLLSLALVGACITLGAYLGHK
# GSH bead fluor – compound fluoresces at 488/530 nm on GSH beads | AID 1776 | fluorescence (KMESF) at 10 µM | actives 0.25% (n = 190,000) | GSH beads flow cytometry, compound fluorescence 488/530 nm; hits give high values; in the data active = fluorescence above about 89;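 also: glutathione beads carrying GST-tagged Bcl family fusion proteins plus one bare bead set; values are compound well signal with DMSO vehicle wells as background; inactives centre near 16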
# RGS7-Gao reg – regulators of human RGS7-Galphao interaction | P09471 | Multiplexed bead flow cytometry, RGS7-Galphao binding; actives lie on both sides | binding response (% of control), % at 10 µM | AID 1439 | actives 0.35% (n = 220,000); in the data active = binding response below about 49% or above about 150%; inconclusive = no clear call, values can overlap the other calls; inactive = in between;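 also: fluorescent Galphao held in activated GDP-AlF4 state binding bead-coupled RGS7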
# An asterisk follows results filed as active; ? = inconclusive; nt = no result given. Rule as the data show it, unless noted: active = inhibition above about 40%.
SMILES,RGS8-Gao,Mcl1 Bid PPI,Bim-Bfl-1,Bim-Bcl-XL,RGS4-Gao reg,Bim-Bcl-B,Mcl-1 Bim block,Bcl-W Bim block,Bcl-2 Bim block,GSH bead fluor,RGS7-Gao reg
Brc1ccc(CN2CCSCC2)cc1,106,-15,-13,-6,101,-8,-3,-3,-13,29,100
COc1ccc(CCN(C)CCCN2CC(c3ccccc3)CC2=O)cc1OC (stereo not drawn),102,9,-6,-6,102,-5,-5,-4,-6,13,100
COc1ccc(OC)c2[nH]c(=O)c(CCNC(=S)NC(C)(C)C)cc12,100,-17,-3,0,99,0,2,-1,3,18,100
COc1ccc(C)cc1NC(=O)C1CCCN1C(=O)OCc1ccccc1 (stereo not drawn),112,-5,-2,-9,110,-5,0,0,-1,30,105
COC(=O)C1(C)NC(c2cccs2)C2C(=O)N(c3ccc(F)cc3)C(=O)C21 (stereo not drawn),102,-3,-10,-3,104,-8,-2,0,-9,16,110
COc1cccc(OC)c1C(=O)OCC(=O)Nc1ccc(OC(F)(F)F)cc1,99,-2,-6,-1,94,0,0,0,-3,24,95
CCOC(=O)C(C)N1N=C(/C=C/c2ccc(OC)cc2)CCC1=O (stereo not drawn),99,-6,-1,0,97,-1,4,-1,-7,20,90
Cc1ccc(CNc2ccc3c(c2)ncn3C(C)(C)C)cc1,98,-46,-4,2,95,-1,2,1,0,11,90
CCOC(=O)NN1C(=O)c2ccccc2NC1c1ccccn1 (stereo not drawn),103,-19,-4,-3,106,0,-2,-3,-3,13,104
CCC(=O)N1CCN(c2ccccc2NC(=O)Cc2ccc(Cl)cc2)CC1,102,-24,-19,-10,105,-8,-4,0,-12,24,103
COc1ccccc1-n1c(SCC(=O)Nc2cc(C)on2)nc2c(c1=O)SCC2,104,-26,-3,0,106,-5,-3,-1,-2,11,101
Cc1cc(N2C(=O)C(=O)/C(=C(/O)c3ccc(Cl)cc3)C2c2cccc(Br)c2)no1 (stereo not drawn),98,5,0,-3,101,0,0,0,0,13,103
O=C(CN1C(=O)c2ccccc2S1(=O)=O)Nc1ccc(S(=O)(=O)N2CCCCC2)cc1,100,-37,-15,-7,102,-8,-3,0,-8,30,101
NC(=O)Cn1nnc(-c2ccccc2NC(=O)c2cnccn2)n1,102,-26,-10,-6,106,-4,1,-1,-2,4,100
COC(=O)C(C)N(C(=O)c1ccc(C(=O)c2ccccc2)cc1)c1c(C)cccc1C (stereo not drawn),100,-14,0,-2,98,-4,0,0,0,10,100
CC(C)(C)NC(=O)c1ccccc1-c1nc(-c2ccccc2Cl)no1,99,-1,0,0,106,0,-1,0,-4,7,98
Cc1ccccc1CNc1nnnn1C,98,-7,-6,-3,97,-4,2,0,-3,15,?
CC1CCc2cc(F)ccc2N1C(=O)c1cnc2sccn2c1=O (stereo not drawn),101,-27,-12,0,101,-5,0,0,-6,21,104
CCOC(=O)N/N=C\c1ccc(OC(=O)c2ccco2)cc1,104,-5,-4,0,102,-6,4,3,0,19,105
CN(C)c1ccc(CN(C(=O)c2ccco2)C2CCS(=O)(=O)C2)cc1 (stereo not drawn),100,-4,-12,0,101,-3,0,4,-1,20,99
C/C=C/c1ccc(OC)c(OC(C)=O)c1,102,-25,-11,-24,106,-16,-19,-6,nt,50,101
COc1ccc(N(CCC#N)S(=O)(=O)c2cccc3nsnc23)cc1,102,0,-5,-8,102,-8,-5,-6,-6,23,101
CCN(CC)S(=O)(=O)c1cccc(C(=O)N/N=C/c2cccc(O)c2O)c1,70,-56,4,-2,63,-1,-2,0,3,5,57
CCOC(=O)C1CCN(C(=S)Nc2ccc(S(N)(=O)=O)cc2)CC1,98,-13,7,-9,100,-35,-9,-1,-4,10,108
O=C(Cn1ncc2c(=O)oc3ccccc3c21)N1CCN(c2ccccn2)CC1,101,-8,-3,-2,96,-6,-3,-6,-7,18,98

# Additional records:
SMILES,RGS8-Gao,Mcl1 Bid PPI,Bim-Bfl-1,Bim-Bcl-XL,RGS4-Gao reg,Bim-Bcl-B,Mcl-1 Bim block,Bcl-W Bim block,Bcl-2 Bim block,GSH bead fluor,RGS7-Gao reg
CCCc1cc(=O)[nH]c(SCC(=O)NC2CCCCC2)n1,101,-7,-3,-2,102,0,8,2,-2,7,99
CCCNC(=O)Nc1cc(C)on1,101,-2,-1,-2,103,-6,0,-4,-2,12,104
Cc1ccc(CNC(=O)CN(C)S(=O)(=O)c2cccc3nsnc23)cc1,93,-30,-11,8,91,-5,0,5,-5,44,91
COc1ccc(NC(=O)CCn2cccc2)c(OC)c1,105,-34,3,-3,106,0,-3,-4,-3,15,?
CCOc1ccc(N2C(=O)Nc3ccccc3C2(O)C(=O)NCc2ccc(OC)cc2)cc1 (stereo not drawn),105,-7,-4,-6,104,-3,0,-3,-4,17,?
CC(=O)c1ccc(NC(=S)NN2C(C)CCCC2C)cc1 (stereo not drawn),100,6,-1,0,101,-2,0,0,0,13,?
CCCCC1=NN(C(=O)c2ccco2)C(O)(C(F)(F)F)C1 (stereo not drawn),101,-11,-3,0,105,-10,1,-3,-3,21,99
c1ccc2oc(-c3ccc(Nc4nc(N5CCCC5)nc(N5CCOCC5)n4)cc3)nc2c1,99,-16,-6,-3,99,0,0,-3,-2,9,102
COc1ccc(C2=NC(c3ccccc3)CO2)cc1 (stereo not drawn),102,-5,-1,0,100,-3,-1,-2,0,18,100
CCC(=O)Nc1nnc(C(C)(C)C)s1,105,0,0,-2,104,0,0,0,5,17,107
CCC(C)N(C)C1CCN(C(=S)Nc2cccc(SC)c2)CC1 (stereo not drawn),99,-34,-7,-3,97,-13,-1,-3,-7,19,101
O=C(Nc1ccc(O)c(-c2nc3ccccc3s2)c1)c1cc(=O)c2ccccc2o1,100,52*,3,-12,92,-16,-7,-7,-5,2,90
O=C(CNC(=O)COc1ccccc1)NCc1ccccc1F,102,-16,-7,-11,99,-7,-2,-6,-2,11,100
COc1ccc(NC(=O)CN2c3cccc4cccc(c34)S2(=O)=O)cc1,101,-7,-1,-1,98,-1,-2,-1,-3,15,101
COC(=O)C1=C(C)N(C)C(=O)NC1c1cc(Cl)cc(Cl)c1OC (stereo not drawn),101,-10,-10,0,102,-8,-1,-1,-7,43,102
O=C1CC(c2ccncc2)c2cc3c(cc2N1)OCCO3 (stereo not drawn),104,3,-13,-5,98,-7,0,-2,-11,25,98
Cc1cc(/C=C2/C(=N)N3C(=NC2=O)SN=C3S(C)(=O)=O)c(C)n1-c1ccccc1,99,-36,-5,-3,99,-3,0,-1,1,16,?
CC(C)Oc1cccc(C(=O)C2CCCN(Cc3cnc(N4CCOCC4)s3)C2)c1 (stereo not drawn),102,-32,-6,-5,101,-7,-3,-2,0,14,98
O=C(Nc1nccs1)c1ccc(Cl)s1,99,3,-10,-3,97,-5,0,1,-8,21,100
CCc1nnc(NC(=O)c2nc3nc(C)cc(C)n3n2)s1,103,-16,-2,-2,99,-4,-1,3,-3,11,100
CCOC(=O)C1CCN(C(=O)Cc2c(C(=O)O)n(CC)c3ccccc23)CC1,107,-31,-2,0,102,-5,0,-1,-5,24,104
CCC1=NN(C(=O)c2ccccc2Br)C(O)(c2ccc(Br)cc2)C1 (stereo not drawn),102,-17,-5,-2,104,-3,0,2,-3,24,107
COc1cc(CNCCCN2CCOCC2)c(Br)cc1OCC(=O)Nc1ccccc1C,98,-25,-2,0,98,0,2,0,-2,13,95
COc1ccc(-c2oc(/N=C/N3CCCC3)c(C#N)c2-c2ccc(OC)cc2)cc1,94,-69,-1,1,87,-1,0,0,0,14,87
COc1cccc(C(=O)NC2CCN(CC(=O)NCc3ccccc3OC)CC2)c1,100,-15,-2,2,100,-1,-2,-4,1,24,101

# (cont.)
SMILES,RGS8-Gao,Mcl1 Bid PPI,Bim-Bfl-1,Bim-Bcl-XL,RGS4-Gao reg,Bim-Bcl-B,Mcl-1 Bim block,Bcl-W Bim block,Bcl-2 Bim block,GSH bead fluor,RGS7-Gao reg
COc1ccc2c(C)c(C(=O)NCC(C)O)oc2c1OC (stereo not drawn),100,-13,-12,-9,100,-1,22,2,-7,45,98
COc1cccc(NC(=O)COc2ccc(C)cc2)c1,90,0,2,-7,100,-4,0,-3,-4,12,101
Cc1cccc(NC(=S)N/N=C/c2ccc(Cl)c([N+](=O)[O-])c2)c1,101,-10,-8,-3,103,-6,-2,-4,-5,30,102
Cc1ccc2nsnc2c1NC(=O)CCl,99,-33,-3,-1,101,-5,-2,-1,-3,11,100
COc1ccc(CN=Nc2cc(C)nc(NS(=O)(=O)c3ccccc3Cl)n2)cc1,103,17,-4,1,104,0,0,0,-2,10,100
Cc1ccc(C)c(NC(=O)c2ccc[n+](Cc3ccc([N+](=O)[O-])cc3)c2)c1,102,-11,-4,1,106,-2,1,4,0,11,102
CC(OC(=O)c1ccccc1Oc1ccccc1)C(=O)NC1CC1 (stereo not drawn),102,-11,-6,0,100,-8,0,0,-1,14,?
O=C(/C=C/c1ccc(F)cc1)NCCNC(=O)/C=C/c1ccc(F)cc1,101,1,-8,-1,99,-3,0,-5,-5,23,99
Cc1ccccc1C(=O)NC(NC(=S)Nc1ccc(S(N)(=O)=O)cc1)C(Cl)(Cl)Cl (stereo not drawn),90,-18,1,0,107,-5,-3,0,-9,12,102
COc1cccc(NS(=O)(=O)c2cc(C)sc2C)c1,101,11,-14,-5,103,-9,-1,0,-7,31,101
CN(C)CCNC(=O)NC(=O)c1ccc(Cl)cc1,99,-25,-2,-7,103,-6,-2,-3,-1,9,103
Cc1ccc(CNCc2ccccc2Cl)cc1,102,7,-4,-4,101,-3,-1,4,-2,23,99
C=C(C)CNC(=S)Nc1cccc(S(=O)(=O)NC2=NCCC2)c1,102,-48,-3,0,100,-4,1,0,-1,25,101
COc1ccc(C2CC(c3ccccc3)=NN2C(=O)COC(=O)c2nc3nccc(C)n3n2)cc1 (stereo not drawn),98,-9,-5,0,97,0,1,4,-1,12,97
Cc1ccc([N+](=O)[O-])cc1S(=O)(=O)N(C(=O)c1ccncc1)c1ccc2oc3c(c2c1)CCCC3,103,-11,0,0,100,-3,-2,0,-3,6,100
CCCC(C(=O)NCC1CCCO1)N(Cc1ccco1)C(=O)CNS(=O)(=O)c1ccc(F)cc1 (stereo not drawn),98,-19,-4,0,97,-7,5,-2,-5,32,95
COc1cccc(NC(=O)C(c2ccccc2)N2CCN(c3ccccn3)CC2)c1 (stereo not drawn),100,-18,-1,-1,100,0,-1,-1,0,64,99
O=C(Nc1ccc([N+](=O)[O-])cn1)C1CCCCC1,104,-3,0,-8,100,-6,2,0,1,5,99
CCn1ncc(C2=NOC(C(=O)NCC(C)C)C2)c1C (stereo not drawn),104,-3,-13,-6,98,-10,-3,-2,-14,24,101
Nc1nncn1C(=O)c1ccccc1Cl,104,-15,-10,-6,101,-8,-6,2,-8,43,100

# Record cards (already shown). Values in the order: RGS8-Gao, Mcl1 Bid PPI, Bim-Bfl-1, Bim-Bcl-XL, RGS4-Gao reg, Bim-Bcl-B, Mcl-1 Bim block, Bcl-W Bim block, Bcl-2 Bim block, GSH bead fluor, RGS7-Gao reg
# `Nc1nncn1C(=O)c1ccccc1Cl` is listed as 104, -15, -10, -6, 101, -8, -6, 2, -8, 43, 100
# `Cc1ccc2nsnc2c1NC(=O)CCl` is listed as 99, -33, -3, -1, 101, -5, -2, -1, -3, 11, 100
